HBB splice mod: modulators of hemoglobin beta chain splicing. AID 925. Potency, µM (doses to about 46.1 µM), without a hit: at the highest dose activation, usual class: activators. HBB splicing reporter cell assay, activation; EGFP reporter with mutant IVS2-654 intron; response scale: normalised to 500 nM splice-correcting PNA. 65,000 compounds, 0.06% hits; note: potency is the fitted concentration of half-maximal effect; 0% is about no effect
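Compounds were applied for 2 days to HeLa EGFP-654 cells, 500/well in Optimem with 2% FCS. The reporter's EGFP is disrupted by mis-splicing of beta-globin intron IVS2-654. Readout: summed well GFP fluorescence from 488 nm laser scanning; reference was 500 nM antisense […] 654 PNA.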
CRE-bla Fsk: CRE-bla signaling modulation under forskolin stimulation | Potency, µM (titrated, usually from 38.2 µM), for inactives: top-dose activity change, negative = inhibition, usual class: activators | CHO CRE-bla reporter (cAMP response element driving beta-lactamase), forskolin EC10, beta-lactamase ratio | 71,000 compounds, 2.5% hits | AID 662; active = well fitted activation curve with a large enough effect in the signal ratio, with a control signal flat, not every such curve was filed as active; inconclusive = small, poorly fitted or top-dose-only effect, or effect the other way, or a change in a side signal; the % refers to the signal ratio; note: potency is the fitted concentration of half-maximal effect; % of control where 0% means no effect
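Modulation of forskolin-driven signalling is measured in CHO cells carrying a CRE-controlled beta-lactamase reporter. Cells are stimulated with EC10 NKH 477 in the presence of titrated compound for 3 h at 37 °C, then loaded with CCF4 for 2 h at room temperature.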
ERK AVP inh: vasopressin-driven ERK pathway inhibition. 72,000 compounds, 0.99% hits. AID 995. HEK293-V1b, vasopressin-stimulated pERK AlphaScreen. Potency, µM (top dose mostly 57.5 µM), without a hit: top-dose activity, negative = inhibition, most hits filed as inhibitors; note: potency is the fitted concentration of half-maximal effect; % is set by controls: 0 for no effect and ±100 for the full control effect; nearly all actives have a fitted effect of over 55% in size
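Overnight-seeded V1b-HEK293 cells in 1% FBS got compound, then vasopressin (25 nM final, 5 min, 37C), then lysis buffer. AlphaScreen detection of phospho-ERK; activity normalized to basal and full-stimulation controls.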
ALOX15 inhib: inhibitors of human 15-lipoxygenase (ALOX15) | Potency, µM (doses to about 57.1 µM), for inactives: top-dose activity change, negative = inhibition, actives largely listed as inhibitors | purified 15hLO-1, xylenol orange hydroperoxide absorbance | 74,000 compounds, 1.4% hits | P16050; note: potency is the fitted concentration of half-maximal effect; % is set by controls: 0 for no effect and ±100 for the full control effect; nearly all actives have a fitted effect of over 55% in size
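Purified human 15hLO-1 (40 nM) in 25 mM Hepes pH 7.5, 0.01% Triton X-100, preincubated 15 min RT with compound, then 50 uM arachidonic acid for 6 min. Hydroperoxide read by ferrous/xylenol orange, 30 min; 573/405 nm absorbance ratio gave progress.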
UbGFP stabilizer: inhibits proteasome, raising ubiquitin-GFP reporter fluorescence. Ubiquitin-GFP reporter cells, proteasome inhibition, GFP fluorescence; response scale: untreated = 0%, 10 µM MG-132 = 100%. Potency, µM (titrated, usually from 45.9 µM), inactives show top-dose activation (GFP accumulation), hits mostly activators. 67,000 tested, under 10 active; active = well fitted activation curve with a large enough effect, not every such curve was filed as active; inconclusive = small, poorly fitted or top-dose-only effect, or another doubt; inactive = no such curve, though single readings can be large or run the other way; note: potency is the fitted concentration of half-maximal effect
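U2OS Ub(G76V)-GFP reporter; O/N plating, 0.5% FBS; cpd 46 uM–2.9 nM, 4 h, 37 °C; GFP+ cell count, 488/515 nm; norm. to basal vs 10 uM MG-132; CRC fit.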
HADH2 inh: blocks human hydroxyacyl-CoA dehydrogenase type II. recombinant HADH2, NADH fluorescence, beta-hydroxybutyryl-CoA. 73,000 compounds, 3.4% hits. AID 886. Potency, µM (top dose mostly 57.1 µM), without a hit: at the highest dose activity change, negative = inhibition, actives largely listed as inhibitors; note: potency is the fitted concentration of half-maximal effect; % is set by controls: 0 for no effect and ±100 for the full control effect; nearly all actives have a fitted effect of over 60% in size; many of its hits are not listed in these tables
Target sequence (Q99714 whole entry, looked up, one chain of several): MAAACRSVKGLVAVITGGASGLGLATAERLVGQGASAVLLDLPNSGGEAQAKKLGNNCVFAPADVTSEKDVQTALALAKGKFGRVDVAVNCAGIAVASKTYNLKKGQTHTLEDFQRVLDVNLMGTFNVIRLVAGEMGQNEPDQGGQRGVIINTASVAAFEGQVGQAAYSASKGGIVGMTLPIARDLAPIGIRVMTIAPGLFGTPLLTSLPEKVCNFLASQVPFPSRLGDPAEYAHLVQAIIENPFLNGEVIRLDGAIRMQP
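20 nM HADH2 + cpd, 15 min RT; add 1 mM NAD+/90 uM beta-hydroxybutyryl-CoA; kinetic fluorescence 360/450 nm, 4 min. Tris-HCl pH 9.0, 0.01% Tween-20.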
Hsp90 Hop PPI: changes Hsp90-Hop TPR2A binding signal, up or down; Potency, µM (doses to about 57 µM), for inactives: at the highest dose activity change, negative = inhibition; 71,000 compounds, 0.44% hits; AlphaScreen TPR2A-His6 binding biotin-Hsp90 C-terminal peptide; AID 595; active = well fitted curve in either direction with a large enough effect; inconclusive = small, poorly fitted or top-dose-only effect, or another doubt; note: potency is the fitted concentration of half-maximal effect; % is set by controls: 0 for no effect and ±100 for the full control effect; many of its hits are not listed in these tables
DNA Pol III inh: DNA polymerase III holoenzyme inhibition | reconstituted DNA polymerase III holoenzyme replication, biochemical | Potency, µM (titrated, usually from 57.1 µM), without a hit: at the top dose activity change, negative = inhibition | 71,000 compounds, 0.25% hits; note: potency is the fitted concentration of half-maximal effect; % is set by controls: 0 for no effect and ±100 for the full control effect
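Reconstituted *E. coli* holoenzyme (0.35 nM Pol III, 1 nM beta, 154 nM SSB, 2 nM primase) was preincubated with compound for 15 min at RT. Synthesis on 1.4 nM ssM13Gori ran 35 min, then was stopped with PicoGreen/EDTA and read as dsDNA fluorescence.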
Tau filament bind: binds recombinant human tau filaments. 71,000 compounds, 2% hits. recombinant tau filaments, thioflavin S fluorescence, 15 h; filaments grown with octadecylsulfate alongside compound. Potency, µM (top dose mostly 57.1 µM), for inactives: top-dose activity change, negative = inhibition. P10636. AID 596;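 note: potency is the fitted concentration of half-maximal effect; % is set by controls: 0 for no effect and ±100 for the full control effect; actives lower thioflavin S fluorescence by blocking filaments or displacing dye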
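Assay mix: 1 uM His-tagged tau, 30 uM sodium octadecylsulfate, thioflavine S dye in HEPES/NaCl/DTT buffer. Compound is added prior to the inducer. Fluorescence after 15 h at 37 C.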
Epigenetic mod: epigenetic GFP locus derepression in mouse cells. mouse C127i GFP locus derepression, cytometry, 30 h. Potency, µM (top dose mostly 46.1 µM), inactives show at the top dose GFP derepression (activation). 68,000 compounds, 0.09% hits; note: % of control where 0% means no effect
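Locus derepression in mouse mammary C127i cells whose integrated CMV-GFP reporter is normally silent; GFP expression after 30 h compound treatment was quantified by counting fluorescent cells.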
FLuc inh: blocks Photinus pyralis firefly luciferase activity; P08659; purified firefly luciferase, luminescence, 8 min; Potency, µM (series often up to 57.1 µM), without a hit: top-dose activity change, negative = inhibition, actives largely listed as inhibitors; 72,000 compounds, 2.2% hits; AID 411; note: potency is the fitted concentration of half-maximal effect; % is set by controls: 0 for no effect and ±100 for the full control effect; nearly all actives have a fitted effect of over 40% in size
Target sequence (P08659 whole entry, looked up): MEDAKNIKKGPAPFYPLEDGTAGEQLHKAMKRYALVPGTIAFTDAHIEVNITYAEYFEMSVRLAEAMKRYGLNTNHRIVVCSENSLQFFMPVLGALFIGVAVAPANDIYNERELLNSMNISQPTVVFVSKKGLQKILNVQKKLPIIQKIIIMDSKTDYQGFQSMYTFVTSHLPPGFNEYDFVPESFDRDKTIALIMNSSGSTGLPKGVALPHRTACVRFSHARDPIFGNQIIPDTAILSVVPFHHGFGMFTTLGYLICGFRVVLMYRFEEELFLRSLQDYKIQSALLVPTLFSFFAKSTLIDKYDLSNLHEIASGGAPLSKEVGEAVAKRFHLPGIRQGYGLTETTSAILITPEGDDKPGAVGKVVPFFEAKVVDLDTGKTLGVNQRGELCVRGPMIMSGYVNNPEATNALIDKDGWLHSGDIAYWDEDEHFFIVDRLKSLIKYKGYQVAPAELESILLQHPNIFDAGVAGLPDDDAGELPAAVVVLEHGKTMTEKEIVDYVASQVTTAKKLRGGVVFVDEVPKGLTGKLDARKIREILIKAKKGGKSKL
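Substrate buffer containing 10 uM ATP (pH 7.2 imidazole, Mg2+, KCl, detergent, BSA) is dispensed, compound pinned in, then luciferase/luciferin detector mix added. After 8 min at ambient temperature, light output is measured.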
An asterisk follows results filed as active; i = inactive; ? = inconclusive; . = no result given; [ ] = another dose, or the depositor's remark. Unless noted, calls come from the whole dose curve; as a rule, active = well fitted curve in the direction sought with a large enough effect; inconclusive = small, poorly fitted or top-dose-only effect, or another doubt; inactive = no such curve, though single readings can be large; an effect the other way counts as inactive or inconclusive.

SMILES	HBB splice mod	CRE-bla Fsk	ERK AVP inh	ALOX15 inhib	UbGFP stabilizer	HADH2 inh	Hsp90 Hop PPI	DNA Pol III inh	Tau filament bind	Epigenetic mod	FLuc inh
COc1ccc(CCNC(=O)CCNS(=O)(=O)c2cccc3nsnc23)cc1OC	-0.4%	2%	0%	0%	-6%	-2%	-3%	0%	3%	0%	0%
CN(C)S(=O)(=O)c1ccc(NS(=O)(=O)/C=C/c2ccccc2)cc1	0.0%[57.5 µM]	12%	-18%	-8%	-4%	1%	2%	0%	-4%	-1%	-6%
OC(CN1CCCCC1)CN(c1ccccc1)c1ccccc1 (centres undefined)	.	-3%	3%	4%	-6%	17%	-2%	2%	-30%	0%	0%
CC[C@]1(c2ncc[nH]2)Cc2ccccc2O1	.	-25%	-11%	5%[25.6 µM]	0%	-1%	0%	-4%	?	0%	-5%
Cc1ccc(NC(=O)CCC(C(=O)O)N2C(=O)c3ccccc3C2=O)cc1 (centres undefined)	.	-2%	10%	4%	0%	2%	-4%	-3%	-2%	-2%	2%
COc1cccc(Oc2cncnc2-c2ccc(OC)cc2O)c1	0.1%	0%	-3%	-7%	-2%	-9%	-8%	-10%	5%	0%	-9%
Cc1ccccc1-n1c(SCc2ccccn2)nc2n[nH]c(C)c2c1=N	-1.1%	1.3µM*	-14%	-3%	5%	-18%	-9%	-4%	22%	0%	3%
O=C(NC1CCCCC1)C(c1ccc(F)cc1)N(Cc1ccco1)C(=O)Cn1nnc2ccccc21 (centres undefined)	.	-2%	19%	5%	-1%	5%	-2%	-4%	3%	1%	0%
COC(=O)c1ccccc1OCC(=O)NC1CCCCC1	0.4%	?	-28%	-2%	0%	3%	-2%	-2%	-11%	?	1%
CCC(CC)C(=O)Nc1cccc(C(=O)N2CCCCCC2)c1	0.2%	?	-5%	-4%	-7%	8%	-5%	-1%	4%	-3%	2%
Cc1ccc(S(=O)(=O)c2cc3c(=O)n4ccccc4nc3n(CC3CCCO3)c2=N)cc1C (centres undefined)	-0.9%[57.5 µM]	2µM*	9%	-5%	10%	16%	0%	-6%	?	2%	2%
CSCCC(NC(=O)C1CCC(C)CC1)C(=O)N1CCN(c2ccccn2)CC1 (centres undefined)	-3.6%	-12%	-5%	-4%	19%	22%	-1%	1%	-4%	-1%	1%
CCNc1ncc2nc(-c3ccc(F)cc3)c(=O)n(CCOC)c2n1	0.2%	?	-20%	9%	7%	-9%	-5%	-11%	15%	3%[9.22 µM]	1%[11.4 µM]
COc1ccccc1CNC(=O)c1cnc2ccccn2c1=O	-0.4%	?	.	7%	1%	-15%	0%	-4%	3%	.	2%
Cc1csc(N(C(=O)c2cccc(S(=O)(=O)N(C)C)c2)c2ccccc2)n1	-2.9%	?	-25%	-1%	1%	-10%	0%	9%	4%	0%	2%
Cc1ccc(N)cc1-n1c(C)ccc1C	-0.2%	-15%	8%	-25%	1%	6%	-13%	-10%	16%	-3%	-13%
COC(=O)c1[nH]c2ccc(C)cc2c1NC(=O)CN1CCCCC1C (centres undefined)	0.1%[1.84 µM]	8%	4%	-3%	14%	-1%	-4%	-7%	-12%	0%	2%
Clc1ccccc1C1CC(c2ccccc2)Nc2ncnn21 (centres undefined)	-1.2%	10%	-16%	22%	0%	2%	-5%[2.3 µM]	-4%	2%	.	1%
Cc1ccc2c(c1)CCCN2C(=O)Nc1ccc2c(c1)OCO2	1.6%	?	-14%	20µM*	-12%	-8%	?	3%	?	0%	?
COC(=O)c1cn(CC(=O)NC2CCCCC2)c2ccccc12	.	1%	-11%	8%	-2%	13%	-3%	-4%	-7%	0%	1%
CCNC(=O)CN(c1ccc(OC)c(OC)c1)S(=O)(=O)c1ccccc1	-0.2%	-4%	9%	11%	-1%	7%	1%	-6%	-1%	-3%	1%
CC(=O)C1C(c2ccncc2)NC(=O)NC1(O)C(F)(F)F (centres undefined)	-0.1%	-4%	2%	7%	9%	7%	-6%	-1%	-9%	0%	2%
Cc1occc1-c1nnc(SCC(=O)Nc2nccs2)n1CCc1ccccc1	5.4%	-4%	1%	3%	3%	1%	-1%	2%	0%	0%	2%
CON(C)c1nc(Oc2ccc(=O)[nH]n2)nc(N(C)C)n1	-2.4%	?	-3%	-3%	15%	2%	-1%	12%	-8%	0%	-2%
CCCCNC(=O)c1c(N)n(/N=C/c2ccccn2)c2nc3ccccc3nc12	-0.8%	-8%	10%	3%	5%	5%	2%	-7%	-5%	0%	0%

Continuation:
SMILES	HBB splice mod	CRE-bla Fsk	ERK AVP inh	ALOX15 inhib	UbGFP stabilizer	HADH2 inh	Hsp90 Hop PPI	DNA Pol III inh	Tau filament bind	Epigenetic mod	FLuc inh
COCCn1c(SCC(=O)NCCc2ccccc2)nnc1-c1ccco1	0.2%[57.5 µM]	-3%	0%	21%	-1%	-9%	-3%	-3%	3%	0%	2%
N=c1c2c(-c3ccccc3)c(-c3ccccc3)n(Cc3ccco3)c2ncn1Cc1ccco1	-0.9%[9.22 µM]	?	?	25µM*	-5%	-7%	?	-8%	i	9%	-11%
COc1cccc(Cn2c(=O)c(-c3cc(F)cc(F)c3)nc3cnc(N4CCNCC4)nc32)c1	-1.6%	?	?	-2%	-5%	14%	16%	0%	4µM*	-3%[9.22 µM]	1%[11.4 µM]
O=C(CN1CCOCC1)NC1C2CC3CC(C2)CC1C3 (centres undefined)	-0.2%[57.5 µM]	5%	1%	5%	-3%	12%	0%	0%	8%	-1%	-1%
O=C1c2oc3ccccc3c(=O)c2C(c2cccc(Br)c2)N1Cc1ccco1 (centres undefined)	3.3%[0.369 µM]	-24%	-26%	-8%	.	-1%	-4%	3%	-9%	2%	1%
Nc1nnc(CC(=O)NCc2ccccc2)s1	1.4%	5%	6%	4%	3%	1%	-1%	-2%	10%	2%	2%
CC(=O)ON(C(C)=O)S(=O)(=O)c1ccc(Cl)cc1	.	?	9%	?	-3%	-12%	-3%	-3%	?	-1%	2%
O=C(O)C1CC(=O)N(Cc2ccccc2)C1 (centres undefined)	3.7%	?	-13%	-3%	14%	-6%	-5%	1%	1%	-3%	1%
O=C(Nc1nncs1)C1COc2ccccc2O1 (centres undefined)	-0.1%	0%	1%	6%	7%	-8%	-4%	-3%	4%	0%	0%
CN(C(=O)c1ccncc1)C1CCS(=O)(=O)C1 (centres undefined)	1.7%	3%	-6%	1%	3%	6%	-2%	-2%	-6%	0%	1%
O=C(OCCN1CCOCC1)c1cccnc1	-2.8%	-6%	12%	-1%	-5%	-7%	1%	-2%	-7%	3%	-1%
CCSc1nnc(Cc2cc(=O)[nH]c(=O)[nH]2)n1-c1ccc(F)cc1	-0.8%	-6%	.	-14%	-2%	?	0%	-4%	-1%	.	1%
CCN1CCCC1CN(Cc1cc2ccc(C)c(C)c2[nH]c1=O)C(=O)Nc1ccccc1OC (centres undefined)	1.0%[57.5 µM]	-4%	-14%	3%	3%	6%	-2%	-2%	1%	-2%	3%
Nc1cc(N)nc(SCC(=O)Nc2ccc3c(c2)OCCCO3)n1	-0.2%[57.5 µM]	7%	?	5%	-2%	-4%	0%	3%	7%	-3%	-5%
CCOc1ccccc1NC(=O)C1CCN(c2ccc(S(=O)(=O)N3CCCC3)cc2)CC1	.	-6%	-16%	-3%	-3%	2%	-2%	-3%	27%	-3%	3%
O=C(O)c1ccc2oc(SCC(=O)N3CCCCC3)nc2c1	-1.4%	6%	-4%	3%	1%	-1%	-2%	-4%	7%	-3%	-3%

In a second layout: results already given
Every second line gives: HBB splice mod | CRE-bla Fsk | ERK AVP inh | ALOX15 inhib | UbGFP stabilizer | HADH2 inh | Hsp90 Hop PPI | DNA Pol III inh | Tau filament bind | Epigenetic mod | FLuc inh
- CCOc1ccccc1NC(=O)C1CCN(c2ccc(S(=O)(=O)N3CCCC3)cc2)CC1
→ . | -6% | -16% | -3% | -3% | 2% | -2% | -3% | 27% | -3% | 3%
- O=C(O)c1ccc2oc(SCC(=O)N3CCCCC3)nc2c1
→ -1.4% | 6% | -4% | 3% | 1% | -1% | -2% | -4% | 7% | -3% | -3%

The list is partial; rates above refer to the full screens.
